High-throughput results from PubChem.
Apaf1 inhib: inhibitors of human Apaf-1 apoptosome, primary screen, biochemical, DEVD-Rh110 fluorescence, uHTS; reconstituted apoptosome caspase-3 activity; inhibition, % at 20 µM; 330,000 compounds, 0.71% hits; active means inhibition of at least 40% at 20 µM;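 further: plate controls were DMSO wells for no effect and DEVD-CHO caspase inhibitor wells for full effect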
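System: reconstituted apoptosome with Apaf-1, cytochrome c, caspase-9, procaspase-3, dATP; Signal: Rh110 fluorescence intensity; Schedule: 30 min compound preincubation, 50 min activation, room temperature; Reagent: cytochrome c trigger plus (Z-DEVD)2-Rh110 caspase-3 substrate.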
NLRP3 yeast inh: NALP3 inflammasome inhibitors in reconstituted yeast, primary screen, luminescence, uHTS. Yeast reconstituted NLRP3/ASC/caspase-1, beta-gal luminescence, 24 h. inhibition, % at 10 µM. 330,000 compounds, 0.39% hits;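 active means inhibition of 50% or more; inactive means inhibition below 50%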;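 further: plate controls were induced DMSO wells for no effect and uninduced yeast grown without galactose for full effect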
hIAP act: human IAP activators, primary screen, biochemical, luminescence, uHTS; purified human IAP, CDP-Star luminescence, 30 min; active compounds read high; 1 = vehicle-only enzyme, 0 = enzyme-free background; activation factor at 10 µM; 330,000 compounds, 0.16% hits; AID 2524, 2010;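 active means activation factor of the enzyme at least 2-fold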; further: the source names both 10 and 20 µM as test concentration; values of inactives mirror those of a sister screen read the other way
Target sequence (P09923 whole entry, looked up): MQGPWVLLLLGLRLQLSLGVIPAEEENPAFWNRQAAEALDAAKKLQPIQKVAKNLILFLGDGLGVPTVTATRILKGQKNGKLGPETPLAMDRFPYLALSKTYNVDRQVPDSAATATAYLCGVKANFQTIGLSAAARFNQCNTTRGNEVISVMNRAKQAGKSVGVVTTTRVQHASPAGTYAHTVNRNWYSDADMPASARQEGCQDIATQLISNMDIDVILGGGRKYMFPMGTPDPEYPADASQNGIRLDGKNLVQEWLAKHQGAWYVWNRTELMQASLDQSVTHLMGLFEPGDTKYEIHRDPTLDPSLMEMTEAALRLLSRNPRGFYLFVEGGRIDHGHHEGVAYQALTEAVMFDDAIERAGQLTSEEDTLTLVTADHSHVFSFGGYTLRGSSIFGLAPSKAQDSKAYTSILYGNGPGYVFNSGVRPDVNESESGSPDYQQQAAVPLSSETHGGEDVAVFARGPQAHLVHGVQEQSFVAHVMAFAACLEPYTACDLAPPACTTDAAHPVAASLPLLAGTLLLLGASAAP
ATG4B inhibitor: ATG4B protease inhibitors, primary screen, biochemical, fluorescence, uHTS. Cysteine protease ATG4B (Homo sapiens), Q9Y4P1. ATG4B cleavage of LC3-PLA2, NBD-HPC fluorescence, 1 h. inhibition, % at 8.33 µM. 340,000 compounds, 0.51% hits. AID 504462, 2011; in the data active means inhibition above about 40%
Target sequence (Q9Y4P1 whole entry, looked up): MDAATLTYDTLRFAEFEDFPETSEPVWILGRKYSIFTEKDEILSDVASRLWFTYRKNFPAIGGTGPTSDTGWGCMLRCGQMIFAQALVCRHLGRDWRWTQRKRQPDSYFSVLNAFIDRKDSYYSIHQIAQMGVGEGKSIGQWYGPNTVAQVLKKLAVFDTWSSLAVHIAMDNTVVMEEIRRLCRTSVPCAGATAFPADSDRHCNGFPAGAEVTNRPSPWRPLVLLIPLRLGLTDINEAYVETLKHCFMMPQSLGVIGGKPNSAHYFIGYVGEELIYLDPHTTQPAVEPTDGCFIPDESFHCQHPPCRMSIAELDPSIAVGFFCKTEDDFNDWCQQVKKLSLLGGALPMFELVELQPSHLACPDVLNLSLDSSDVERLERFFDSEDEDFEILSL
TIM10 inh: growth inhibitors of isogenic TIM10 control yeast, primary screen, counter-screen for tim10-1 yeast inhibitor project, luminescence, uHTS; S. cerevisiae TIM10 strain growth, BacTiter-Glo luminescence, 24 h; 330,000 compounds, 1.4% hits; inhibition, % at 10 µM; AID 463195, 2010;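 active means inhibition of 40% or more at the single tested concentration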;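 further: wild-type TIM10 isogenic control strain grown at permissive 25 °C; 0% = DMSO yeast wells and 100% = minimal medium wells without yeast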
mIAP block: inhibitors of mouse IAP, primary screen, biochemical, luminescence, uHTS. intestinal alkaline phosphatase [Mus musculus]. purified mouse IAP, CDP-Star luminescence, 30 min. inhibition, % at 10 µM. 330,000 compounds, 0.2% hits;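 active means inhibition of at least 40% at 10 µM in the primary screen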;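 further: plate controls were DMSO with enzyme for no effect and no enzyme wells for full effect; values of inactives mirror those of a sister screen read the other way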
mIAP activ: activators of mouse IAP, primary screen, biochemical, luminescence, uHTS; intestinal alkaline phosphatase [Mus musculus]; muIAP, CDP-Star luminescence, 30 min; active compounds read high; 1 = vehicle-only enzyme signal, 0 = enzyme-free wells; activation factor at 10 µM; 330,000 compounds, 0.24% hits; AID 2805, 2010;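 active means activation factor of at least 2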; further: the source names both 10 and 20 µM as test concentration; values of inactives mirror those of a sister screen read the other way
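also added = chemiluminescent substrate CDP-Star | test system = mouse IAP enzyme | signal = chemiluminescence readout | compound = DMSO-dissolved test compounds | incubation = 30 min at room temperature | benchmarks = DMSO wells, no-enzyme wells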
tim10-1 inh: growth inhibitors of tim10-1 mutant yeast, primary screen, luminescence, uHTS; S. cerevisiae tim10-1 ts strain growth, BacTiter-Glo, 24 h; inhibition, % at 20 µM; 330,000 compounds, 2.2% hits; AID 463190, 2010;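 active means inhibition of at least 40%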;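 further: mutant grown at 25 °C; 0% = DMSO wells with yeast and 100% = wells holding no yeast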
hIAP inh: human IAP inhibitors, primary screen, biochemical, luminescence, uHTS; purified IAP, CDP-Star luminescence, 30 min; inhibition, % at 10 µM; 330,000 compounds, 0.12% hits; AID 2544, 2010;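 active means inhibition reaching a set limit with compound at 10 µM in the primary screen, cut at about 35% in these data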;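 further: plate controls were DMSO wells with enzyme for no effect and no-enzyme buffer wells for full effect; values of inactives mirror those of a sister screen read the other way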
* marks the source's active call; other numbers are inactive results; · = not tested or not shown.

No.	SMILES	mIAP activ	hIAP act	tim10-1 inh	TIM10 inh	ATG4B inhibitor	Apaf1 inhib	hIAP inh	mIAP block	NLRP3 yeast inh
1	COc1ccccc1C(=O)Nc1ccc(C(=O)c2ccccc2)cc1	0.94	0.9	35	20	29	15	10	6	7
2	C#CCOCCOCCOCCNc1nc(N2CCN(C(=O)[C@H](CCCCN)n3cc(CCCC)nn3)CC2)nc(N2CCN(C(=O)[C@H](Cc3ccc(O)cc3)n3cc(CCO)nn3)CC2)n1	1	0.86	19	6	-11	20	14	-4	14
3	COC(=O)c1cc(NC(=O)CN(c2ccc3c(c2)OCO3)S(C)(=O)=O)ccc1Cl	1	1.1	0	-5	-7	23	-13	-2	23
4	C#CCN(Cc1ccco1)C(=O)c1cc(COc2ccc(F)cc2Cl)on1	0.99	1	13	17	29	14	0	1	13
5	COc1ccc(-c2nn(-c3ccccc3)cc2/C=C/C(=O)NCCCn2ccnc2)cc1OC	0.82	1.1	2	5	-8	1	-15	18	9
6	COC(=O)c1ccccc1NC(=O)CN(Cc1ccc(Cl)cc1)S(C)(=O)=O	1	0.89	11	17	-2	-4	12	-4	-2
7	Cc1ccccc1-c1cc(C(=O)NCc2ccc(OC(F)(F)F)cc2)n(CC2CC(c3cccnc3)=NO2)n1 (stereo not given)	1.6	0.98	5	3	4	17	2	-64	12
8	COc1cc(C(=O)Oc2cccc(C=O)c2)cc(OC)c1OC	0.99	1	33	24	10	1	0	1	5
9	Cn1c(SCC(=O)NC2CCCCC2)nnc1-c1ccc(N)cc1	1	1.1	12	1	-5	-11	-10	-4	10
10	Cc1cc(C)c(NC(=O)CSc2nc3ccc(N4C(=O)c5ccccc5C4=O)cc3s2)c(C)c1	1.1	1.2	-45	-7	-2	-16	-22	-6	16
11	Cc1ccc(NC(=O)CSc2ccc(C(N)=O)cc2[N+](=O)[O-])cc1C	1.1	0.94	-32	-13	-5	-2	6	-7	14
12	Cc1cccc(OC(C)C(=O)NCc2ccc(S(N)(=O)=O)cc2)c1 (stereo not given)	0.97	1	2	3	-13	1	-1	3	14
13	CCOc1cccc(-c2nn3c(-c4ccccn4)nnc3s2)c1	0.85	1.1	42*	32	-4	15	-6	15	3
14	CCCCOc1cccc(C(=O)Nc2ccccc2N2CCCC2)c1	0.91	0.83	23	8	23	13	16	9	21
15	COC(=O)c1sccc1S(=O)(=O)NCc1ccc(S(N)(=O)=O)cc1	1	1.2	3	9	3	6	-23	-2	-4
16	O=C(OCCN1CCOCC1)c1ccc2c(c1)OCCO2	0.95	1.1	20	-17	2	1	-9	5	20
17	Cc1ccc(S(=O)(=O)n2ccnc2)cc1C	1	1	4	-3	-8	-2	-3	-2	5
18	CCC(CC)C(=O)Nc1cc(Cl)ccc1C	0.99	0.9	5	-5	·	10	10	0	1
19	O=C(C1=C(O)C(=O)N(Cc2ccco2)C1c1cccc([N+](=O)[O-])c1)c1ccco1 (stereo not given)	0.93	1.2	0	-11	0	6	-18	7	9
20	CC(=O)c1ccc(N(CC(=O)NC2CCCCC2)C(=O)CNC(=O)c2ccco2)cc1	0.97	1	-23	6	-4	0	0	2	-1

Three compounds out of the list above, sorted by the value under NLRP3 yeast inh, largest number first.
cpd | SMILES | mIAP activ | hIAP act | ATG4B inhibitor | hIAP inh | mIAP block | NLRP3 yeast inh
10 | Cc1cc(C)c(NC(=O)CSc2nc3ccc(N4C(=O)c5ccccc5C4=O)cc3s2)c(C)c1 | 1.1 | 1.2 | -2 | -22 | -6 | 16
12 | Cc1cccc(OC(C)C(=O)NCc2ccc(S(N)(=O)=O)cc2)c1 (stereo not given) | 0.97 | 1 | -13 | -1 | 3 | 14
17 | Cc1ccc(S(=O)(=O)n2ccnc2)cc1C | 1 | 1 | -8 | -3 | -2 | 5

(next part)
No.	SMILES	mIAP activ	hIAP act	tim10-1 inh	TIM10 inh	ATG4B inhibitor	Apaf1 inhib	hIAP inh	mIAP block	NLRP3 yeast inh
21	Cc1nc(C)c(C(=O)N/N=C/c2ccco2)s1	0.93	1.1	-8	-2	0	-11	-14	7	22
22	CCNc1nc(NCC)n2c(SCC(=O)Nc3ccccc3OC(F)F)nnc2n1	1.1	1	-4	-2	-18	1	-4	-8	16
23	COc1ccc(NC(NC(=O)c2cccnc2)C(Cl)(Cl)Cl)cc1 (stereo not given)	0.92	0.95	10	-1	-5	10	5	8	12
24	O=C(CN(c1ccc(F)cc1)S(=O)(=O)c1ccc2c(c1)OCCO2)N1CCOCC1	0.99	1.2	11	4	-10	7	-22	1	28
25	Cc1cccc(OCC(=O)OC2CCN(C)CC2)c1	1	1.1	-6	-2	-1	-14	-7	-4	18
26	O=C(Nc1nc2c(s1)CCCC2)c1cc(-c2ccc3c(c2)OCO3)nc2ccccc12	0.85	0.97	24	13	·	8	3	15	9
27	CC1(C)Cc2cccc(OCC(=O)Nc3cc(C(F)(F)F)ccc3N3CCOCC3)c2O1	0.91	1	31	23	-8	30	0	9	2
28	CCCn1c(N)c(N(CCOC)C(=O)CSCC(=O)Nc2ccc(OC)cc2)c(=O)[nH]c1=O	1	1.1	-23	-6	2	1	-10	-4	-7
29	O=C(CSc1ccccc1C(=O)O)c1ccc(Cl)cc1	0.91	1.1	-3	-25	-3	4	-9	9	4
30	COc1ccc(C(C)=O)cc1COC(=O)c1ccc(S(=O)(=O)N2CCOCC2)cc1	1.1	0.99	37	21	-19	12	1	-6	1
31	CC(C)Oc1cccc(C(=O)C2CCCN(C(=O)c3cc(C4CC4)[nH]n3)C2)c1 (stereo not given)	0.92	1.5	29	9	37	7	-48	8	13
32	CCOC(=O)c1c(C)[nH]c2cc(Br)c(OC)cc12	1.1	1.1	37	18	-7	9	-10	-12	22
33	CN(C)c1nc2n(c(=O)n1)C(C#N)CS2 (stereo not given)	0.95	0.82	3	-19	3	-6	18	5	2
34	Brc1ccc(-c2nnc3n2CCCCC3)cc1	0.91	0.97	9	7	2	-1	3	9	14
35	COc1ccc(NC(=O)CCC(=O)NCCO)cc1	1	0.9	-5	1	0	-6	10	-4	6
36	O=C(NCc1ccccc1F)c1cccc(S(=O)(=O)NCc2ccccc2)c1	1	1.2	17	6	3	-8	-21	-5	19
37	CCOc1ccc(S(=O)(=O)NCCC(=O)NCCc2ccc(OCC)c(OCC)c2)cc1	1.1	1.3	3	-3	-5	13	-26	-7	7
38	CCCCON1C(=O)c2cccc3cccc(c23)C1=O	1.2	0.77	11	0	-3	-1	24	-15	22
39	Cc1ccc(N(C(=O)c2csnn2)C(C(=O)NC2CCCC2)c2ccccn2)cc1 (stereo not given)	0.97	0.84	-14	7	5	-3	16	3	9
40	COc1ccc(OC)c(CN2CCC(CO)(CCOc3ccccc3)CC2)c1	0.95	1	-13	-13	-1	-17	-4	5	9

Whole records from above. Screens in order: mIAP activ	hIAP act	tim10-1 inh	TIM10 inh	ATG4B inhibitor	Apaf1 inhib	hIAP inh	mIAP block	NLRP3 yeast inh
CCC(CC)C(=O)Nc1cc(Cl)ccc1C across the screens: 0.99	0.9	5	-5	·	10	10	0	1
COC(=O)c1cc(NC(=O)CN(c2ccc3c(c2)OCO3)S(C)(=O)=O)ccc1Cl across the screens: 1	1.1	0	-5	-7	23	-13	-2	23
Cc1ccc(S(=O)(=O)n2ccnc2)cc1C across the screens: 1	1	4	-3	-8	-2	-3	-2	5
C#CCN(Cc1ccco1)C(=O)c1cc(COc2ccc(F)cc2Cl)on1 across the screens: 0.99	1	13	17	29	14	0	1	13
COC(=O)c1ccccc1NC(=O)CN(Cc1ccc(Cl)cc1)S(C)(=O)=O across the screens: 1	0.89	11	17	-2	-4	12	-4	-2

The listing continues:
No.	SMILES	mIAP activ	hIAP act	tim10-1 inh	TIM10 inh	ATG4B inhibitor	Apaf1 inhib	hIAP inh	mIAP block	NLRP3 yeast inh
41	CCn1c(Cc2ccc(OC)cc2)nc2ccccc21	1	1.1	-8	-9	0	1	-10	0	19
42	C/C(=N\NC(=O)c1c(C)nc2ccccn12)c1ccc(C(C)(C)C)cc1	1.1	1.4	23	17	0	3	-40	-8	9
43	Cc1ccc(NC(=O)CN2C(=O)CSc3ccc(S(=O)(=O)N4CCCCC4)cc32)cc1	0.98	1.5	14	-1	-5	13	-48	2	10
44	O=C(O)C1=C[C@@H](c2ccccc2)C[C@@H](OCCCCO)O1	0.96	0.98	7	5	-12	-4	2	4	8
45	CC1CC(C)CN(C(=O)COC(=O)c2cccc(S(=O)(=O)N(C)c3ccccc3)c2)C1 (stereo not given)	0.9	0.88	19	9	-10	21	12	10	11
46	N=c1c2c3c(sc2ncn1Nc1ccccc1)CCC3	1	0.97	-12	-9	0	-8	3	-4	2
47	CC(=O)Nc1ccc(S(=O)(=O)NCCC(=O)Nc2ccc(C)cn2)cc1	1	0.95	-8	4	2	-3	5	-3	3
48	Cc1ccc2nc(SCc3nc4cc(Cl)ccc4c(=O)[nH]3)[nH]c2c1	0.83	1.1	9	6	4	-4	-5	17	-9
49	COc1ccccc1CNC(=O)CSc1nc(-c2ccccc2)cn1N	0.98	0.98	20	6	1	6	2	2	-3
50	CCn1ccc(C(=O)N2CCN(c3ncccn3)CC2)n1	1	0.97	-12	7	-12	-4	2	-2	4
51	O=C(NCCc1cccc(Cl)c1)c1ccc(OC2CCN(Cc3ccccn3)CC2)cc1	1.2	1.4	9	3	-2	10	-36	-20	16
